FEN1 inh: qHTS Assay for the Inhibitors of Human Flap endonuclease 1 (FEN1); Potency, µM (top dose mostly 114 µM), inactives show at the highest dose activity change, negative = inhibition, usual class: inhibitors; P39748; Recombinant FEN1 flap cleavage, fluorescence, 15 min; 390,000 compounds, 0.35% hits; further: nearly all actives have a fitted effect of over 65% in size
Target sequence (P39748 whole entry, looked up): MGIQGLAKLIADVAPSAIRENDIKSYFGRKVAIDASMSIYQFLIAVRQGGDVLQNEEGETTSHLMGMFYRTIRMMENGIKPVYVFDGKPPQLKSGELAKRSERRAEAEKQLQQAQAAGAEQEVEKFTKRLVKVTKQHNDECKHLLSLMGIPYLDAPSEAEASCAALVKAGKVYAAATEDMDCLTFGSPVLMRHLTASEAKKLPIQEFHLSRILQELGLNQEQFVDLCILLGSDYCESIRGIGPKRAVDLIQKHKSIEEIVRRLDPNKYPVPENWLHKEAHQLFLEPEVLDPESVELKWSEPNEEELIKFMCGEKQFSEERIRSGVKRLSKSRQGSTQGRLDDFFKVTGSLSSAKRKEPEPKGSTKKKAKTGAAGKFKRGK
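Recombinant FEN1 (10 nM) was preincubated with pin-transferred compounds for 15 min at room temperature, then flap DNA substrate (50 nM final) was added. Plates were read at 0 and 15 min, and normalized concentration–response data were fitted to a four-parameter Hill equation.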
N370S GC mod: qHTS Assay for Inhibitors and Activators of N370S glucocerebrosidase as a Potential Chaperone Treatment of Gaucher Disease; Potency, µM (doses to about 59.4 µM), for inactives: top-dose activity change, negative = inhibition, hits mostly inhibitors; AID 2101, 2009; 330,000 compounds, 0.092% hits; N370S GC spleen homogenate, 4MU-glucoside fluorescence; Lysosomal acid glucosylceramidase (Homo sapiens), P04062;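 further: 0% = full enzyme activity and -100% = no enzyme basal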
GCN5L2 inh: qHTS Assay for Inhibitors of GCN5L2; Histone acetyltransferase KAT2A (Homo sapiens), Q92830; GCN5L2 HAT assay, ThioGlo1 CoA-SH fluorescence; Potency, µM (series often up to 58.9 µM), inactives show at the highest dose activity change, negative = inhibition, actives largely listed as inhibitors; 390,000 compounds, 0.21% hits; AID 504327, 2011
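GCN5L2 (20 nM) in 50mM HEPES pH 7.5, 0.1mM EDTA, 0.01% Tween-20 preincubated 15 min with compounds at room temperature. Reaction started with H3(1-25) 75uM, acetyl-CoA 70uM, ThioGlo1 50uM; CoA-thiol fluorescence (Ex340/Em540) read at 0 and 20 min.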
Numbers without * were called inactive; u = inconclusive; x = no result given; & = joins results of further samples. The call rests on the fitted dose curve; in most records, active means well fitted curve in the direction sought with a large enough effect; inconclusive means small, poorly fitted or top-dose-only effect, or another doubt; inactive means no such curve, though single readings can be large; an effect the other way counts as inactive or inconclusive. Unless noted, on the % scale 0 is the no-effect control and ±100 the full control effect; potency means the concentration at half of the fitted maximal effect.

SMILES	FEN1 inh	N370S GC mod	GCN5L2 inh
COc1ccc(NC(=O)CSc2nc3nc(-c4cccs4)cc(C(F)(F)F)c3c(=O)[nH]2)c(OC)c1	-18%	u	-10%
Cc1c(C(=O)NC(=S)NCC(C)C)oc2ccccc12	-6%	-1%	-1%
O=C(COC(=O)c1ccco1)NCc1ccco1	2%	-4%	4%
Cc1occc1-c1nnc(SCC(=O)c2ccc(F)cc2)o1	5%	-9%	-9%
Cc1nc2ccc(Cl)cc2nc1C	8%	3%	-1%
CC1CCN(CC(=O)NC(=O)NCc2ccccc2)CC1	-1%	4%	-6%
O=C(c1cccs1)c1cn(CCOc2ccc(F)cc2)c2ccccc12	u	x	-6%
CCOC(=O)N1CCN(C(=O)CCSc2ccccc2)CC1	-12%	3%	-5%
O=C(Nc1ccccc1F)c1cc(S(=O)(=O)N2CCOCC2)ccc1N1CCOCC1	3%	-18%	-7%
Cc1noc(C)c1CC(=O)Nc1ccc2c(c1)OCO2	-10%	x	-1%
CC(=O)c1ccc(-c2cc([C@H]3[C@H]4C=CC[C@@H](C)[C@@H]4C(=O)N3Cc3ccccc3)ccc2F)cc1	-17%	u	-10%
NC(=O)Cn1cc(/C=N\NS(=O)(=O)c2cccc([N+](=O)[O-])c2)c2ccccc21	-2%	u	-11%
COc1ccc(CN2C3CCCC2CC(NC(=O)/C=C/c2ccccc2)C3)cc1 (centres undefined)	4%	u	-3%
O=S(=O)(c1ccccc1)N1CCN(C(=S)Nc2ccccc2)CC1	-4%	-4%	4%
CCN(CC(=O)NCc1cccs1)C(=O)c1cc(S(=O)(=O)N2CCOCC2)ccc1C	6%	0%	-29%
CCOC(=O)c1c(C)oc2nc(C)nc(NCCCN3CCN(c4cc(Cl)ccc4C)CC3)c12	-2%	x	-5%
COc1ccc(S(=O)(=O)Nc2ccc(C(N)=O)cc2)cc1C(=O)N1CCCCCC1	3%	-11%	-6%
COc1cc(C(=O)n2nc(C)cc2C)ccc1O	-1%	-7%	-18%
O=C(/C=C/c1ccccc1)OCCN=C1NS(=O)(=O)c2ccccc21	13%	6%	-6%
Cc1ccc2ncnc(NCCCCCC(=O)O)c2c1	-1%	-12%	-6%
Cc1c(C(=O)N(C)Cc2ccccc2)oc2c(Cl)cccc12	-7%	3%	-4%
COc1cccc(C(=O)NCC(=O)OCC(=O)Nc2ncc(Cl)cc2Cl)c1	-2%	-1%	-21%
COc1ccc(Cl)cc1NC(=S)NNC(=O)c1cccs1	11%	1%	-1%
COc1cc(NC(=O)c2ccco2)c(OC)cc1NC(=O)CCC(=O)Nc1cccc(C)c1C	14%	u	-4%
Nc1nc(Nc2ccccc2)nc(N2CCCC2)c1[N+](=O)[O-]	u	3%	-7%
O=S(=O)(Nc1nc2ccccc2s1)c1ccc(Cl)nc1	-8%	-2%	-2%
Nc1cc(C(F)(F)F)ccc1NCCc1ccccn1	-1%	0%	-2%
Cc1cccc(/C=N/n2c(-c3cc(-c4ccccc4)n[nH]3)n[nH]c2=S)c1	-8%	1%	-21%
O=C(c1ncn[nH]1)N1CCN(c2nc(-c3ccccc3)cs2)CC1	-2%	u	-2%
O=C(NCCC1=CCCCC1)c1ccc2c(c1)N(Cc1ccccc1F)C(=O)c1ccccc1S2(=O)=O	-19%	x	-3%
CC1(C)C2CCC1(C)C(OC(=O)c1ccc(O)cc1)C2 (centres undefined)	-3%	22%	-12%
Nc1ccc(S(=O)(=O)NC2=NCCCCC2)cc1	15%	4%	-24%
COc1ccc(C(=O)NC(=S)N2CCOCC2)cc1Br	-4%	4%	1%
COc1cccc(N2CCN(C(=O)c3cc4cc(Cl)ccc4[nH]3)CC2)c1	0%	-12%	-3%
COc1ccc([N+](=O)[O-])cc1NC(=O)c1ccc(C)o1	-4%	6%	-1%
Cc1cccc2nc(CSc3nc4cc([N+](=O)[O-])ccc4s3)cn12	4%	-2%	-3%
CC(CC(=O)Nc1ccccc1)n1ccnc1 (centres undefined)	4%	0%	-2%
Cc1ccc(NC(=O)c2ccc3c(c2)OCCO3)cc1	-1%	7%	2%
O=C(N/N=C/c1ccc(OC(=O)c2cccs2)cc1)c1cccc(F)c1	-7%	2%	-7%
CC(Oc1ccc(F)cc1)C(=O)Nc1cc(-c2ccc(F)c(F)c2)no1 (centres undefined)	4%	x	-12%
COc1ccc(Cc2c(N)nc(N)nc2N)cc1	2%	-12%	-13%
CC(/C=C/c1ccc2c(c1)OCO2)=N\NC(=O)COc1ccccc1C	-19%	0%	7%
COc1ccc(-c2noc(CCCOc3ccccc3)n2)cc1OC	-2%	-5%	-16%
CCOC(=O)CN(c1ccccn1)S(=O)(=O)c1ccc(OC)cc1	16%	-16%	-7%
CCOC(=O)c1c(C)cc(O)cc1O	-5%	-5%	-18%
O=C(NCC(=O)N1CCC2(CC1)NCCc1[nH]cnc12)c1ccc2ccccc2c1	-20%	-4%	-3%
CCOc1ccc(C(c2c(NC(=O)c3ccco3)sc(C)c2C)N2CCOCC2)cc1 (centres undefined)	7%	x	-11%
CC(C)C[C@H](NC(=O)[C@H](Cc1cnc[nH]1)NC(=O)[C@@H](N)Cc1cnc[nH]1)C(=O)NCC(=O)NCC(=O)N[C@@H](C)C(=O)N[C@@H](CCCCN)C(=O)N[C@@H](CCC(N)=O)C(=O)N[C@@H](C)C(=O)NCC(=O)N[C@@H](CC(=O)O)C(=O)N[C@H](C(=O)O)C(C)C	x	-8%	-11%
C=CCn1c(SCC(=O)c2ccc(O)c(O)c2)nnc1-c1ccccc1OC	9%	-7%	-4%
O=C(Nc1cc(C(F)(F)F)ccc1-n1cncn1)c1ccc(Br)cc1	-19%	5%	-10%
Cc1cc(C(=O)COC(=O)[C@H](C)NC(=O)c2ccco2)c(C)n1Cc1ccco1	10%	-5%	-16%
CC(C)c1ccc2c(c1)[C@H]1OCC[C@H]1[C@@H](c1cccs1)N2	-3%	5%	-7%
O=C(COc1c(F)c(F)cc(F)c1F)NC(=O)NC1CCCC1	-9%	6%	6%
OC(CNCC1COc2ccccc2O1)COc1ccc(Cl)cc1 (centres undefined)	-6%	-17%	-6%
C=CCSc1nnc(NC(=O)c2ccc(N3CCCC3=O)cc2)s1	15%	x	-7%
CCOC(=O)/C=C(\C)N1N=C(c2ccccc2)CC1c1ccccc1 (centres undefined)	-4%	2%	-14%
COc1ccc(O)c(/C=N/NC(=S)Nc2cccc(S(=O)(=O)N(C)C)c2)c1	-24%	5%	-13%
Cc1ccc(-n2c(Cc3cccn3C)nnc2SCC(=O)Nc2cc(C)on2)cc1	-2%	-1%	-3%
C/C(=N\NC(=O)CCc1ccccc1)C1C(=O)c2ccccc2C1=O	5%	-7%	-4%
O=C(OCC1OC2OC3(CCCCC3)OC2C2OC3(CCCCC3)OC12)c1ccccc1 (centres undefined)	-4%	-4%	-4%

Additional compounds follow:
SMILES	FEN1 inh	N370S GC mod	GCN5L2 inh
O=C1OCC2=C1C(c1ccc(F)cc1)CC(=O)N2c1ccc(F)cc1 (centres undefined)	x	1%	-10%
COc1ccc(/C=N/n2cnn(Cc3ccccc3Cl)c2=S)cc1OC	0%	11%	-22%
CCC(C(=O)OCC(=O)Nc1cc(OC)ccc1OC)c1ccccc1 (centres undefined)	15%	26%	-15%
CCc1ccccc1NC(=O)NNS(=O)(=O)c1cc(C)ccc1C	-8%	0%	0%
COc1ccc(-c2cc(C(F)F)n3ncc(C(=O)N4CCN5CCCC5C4)c3n2)cc1 (centres undefined)	-22%	0%	-4%
O=C(CSc1nnc(CNC(=O)c2c(F)cccc2Cl)o1)NCc1ccc(F)cc1	0%	-15%	4%
C=CCSc1nccc(-c2cc(Cl)sc2Cl)n1	1%	6%	-3%
CCOC(=O)c1ccc(NC(=O)N2CCN(c3ccccn3)CC2)cc1	-19%	2%	2%
COc1cc(N=Nc2c(O)c3ccccc3[nH]c2=O)c(OC)cc1N=Nc1ccccc1	9%	3%	2%
CCN(CC(=O)Nc1ccc(OC)cc1)CC(=O)Nc1ccc2c(c1)OCO2	11%	x	-5%
Cc1cc2nc(CCN(Cc3cccnc3)C(=S)Nc3ccccc3)[nH]c2cc1C	0%	3%	-5%
CCSc1nc2ccccc2n1C(=O)/C=C/c1ccc(OC)c(OC)c1	0%	-3%	-9%

Rewritten with two lines to a compound: entries from further up
Second line of a record – FEN1 inh, N370S GC mod, GCN5L2 inh
O=C(CSc1nnc(CNC(=O)c2c(F)cccc2Cl)o1)NCc1ccc(F)cc1
 : 0%, -15%, 4%
C=CCSc1nccc(-c2cc(Cl)sc2Cl)n1
 : 1%, 6%, -3%
CCOC(=O)c1ccc(NC(=O)N2CCN(c3ccccn3)CC2)cc1
 : -19%, 2%, 2%
COc1cc(N=Nc2c(O)c3ccccc3[nH]c2=O)c(OC)cc1N=Nc1ccccc1
 : 9%, 3%, 2%

Some entries already given with just GCN5L2 inh.
SMILES | GCN5L2 inh
Cc1cc2nc(CCN(Cc3cccnc3)C(=S)Nc3ccccc3)[nH]c2cc1C | -5%
CCc1ccccc1NC(=O)NNS(=O)(=O)c1cc(C)ccc1C | 0%
COc1ccc(/C=N/n2cnn(Cc3ccccc3Cl)c2=S)cc1OC | -22%
O=C(CSc1nnc(CNC(=O)c2c(F)cccc2Cl)o1)NCc1ccc(F)cc1 | 4%

(further entries)
SMILES	FEN1 inh	N370S GC mod	GCN5L2 inh
N#C/C(=C\c1ccncc1)C(N)=O	2%	1%	1%
COc1ccc(C(=O)N2CCN(c3ccccn3)CC2)cc1	-10%	0%	0%
CN(C)S(=O)(=O)c1ccc2c(c1)c(=O)c(C(=O)N1CCN(c3cccc(Cl)c3)CC1)cn2C	10%	x	2%
O=c1[nH]cnc2c1ncn2C1OC(CO)C(O)C1O (centres undefined)	13%	1%&0%&4%	1%&-2%&-3%
CC[C@@]12C(=O)N(c3cccc(F)c3)C(=O)N1[C@H](c1cccc(C)c1)[C@@H]1C(=O)N(Cc3ccccc3)C(=O)[C@@H]12	-2%	-2%	-7%
CCc1ccc(S(=O)(=O)NC(=S)Nc2ccccc2)cc1	2%	2%	-3%
CC(C)CC(=O)N1CCN(S(=O)(=O)c2ccc(C3CCCCC3)cc2)CC1	-12%	x	0%
CN(C)c1cccc(C(=O)NCc2ccc(Cl)cc2)c1	14%	4%	-2%
COc1ccc(N2CCN(Cc3nnc(-c4ccc5c(c4)OCO5)o3)CC2)cc1	1%	x	-6%
O=C(Nc1ccc2nc3n(c(=O)c2c1)CCCCC3)c1cc([N+](=O)[O-])ccc1F	16%	3%	-25%
COc1ccccc1CC(=O)Nc1ccc2nc(Nc3cccc(C(F)(F)F)c3)cc(C)c2c1	-7%	x	-14%
CCOC(=O)c1cccc(NS(=O)(=O)c2cc(-c3cnc(C)o3)ccc2OC)c1	0%	x	-1%
O=C(c1c(F)cccc1F)N1CCCC(c2nc(-c3ccc(Cl)cc3)no2)C1 (centres undefined)	-3%	5%	-16%
Clc1ccc(-c2nc(-c3cnccn3)no2)cc1	-8%	9%	8%
O=C(CC(SCCO)c1ccc([N+](=O)[O-])cc1)c1ccco1 (centres undefined)	1%	-13%	26%
CCN(CCCNC(=O)c1cc2c(=O)n(C)c3ccccc3c2s1)c1ccccc1	17%	x	-2%
CC(=O)c1nnn(-c2ccccc2C#N)c1C	5%	2%	0%
C=CC[C@H](CC(=O)N[C@H](CO)Cc1ccccc1)C(=O)N[C@@H](COC(=O)[C@H](CC=C)CC(=O)OC(C)(C)C)Cc1c[nH]c2ccccc12	-23%	x	-15%
O=C(NNC(=O)C1CC=CCC1)c1ccccc1Br (centres undefined)	0%	-18%	-3%
Cc1ccc2c(CC(=O)N3CCc4ccccc43)coc2c1	-16%	12%	-12%
CC(=O)Nc1ccc(-c2nnc(SCc3c(C)cc(C)cc3C)n2C)cc1	-15%	-21%	3%
COc1ccc(S(=O)(=O)N(C)C)cc1NC(=O)[C@H](Cc1ccccc1)N1C(=O)c2ccccc2C1=O	15%	6%	-11%
O=C(NCC1CCCO1)c1ccc2[nH]c3c(c2c1)CCCC3 (centres undefined)	-5%	-2%	-3%
Cc1ccc2[nH]c(CSc3nnc(NC(=O)c4ccccc4F)s3)cc(=O)c2c1	11%	x	4%
C/C(=C1/SC(=S)N(CCC(=O)O)C1=O)c1ccc(O)cc1	-27%	-9%	-1%
O=C(NCCS(=O)(=O)N1CCN(c2ccccc2F)CC1)c1ccc(Br)o1	-16%	-4%	-5%
CSc1nnc(N2C(=O)C(O)=C(C(=O)c3ccco3)C2c2ccccc2)s1 (centres undefined)	-20%	-15%	-3%
COc1cc(C#Cc2c(-c3cncn3C)n(C)c3ccc(-c4cnc(N5CCOCC5)nc4)cc23)cc(OC)c1	11%	x	-1%
CN1CCN(CCCNC(=O)CN2C(=O)COc3ccccc32)CC1	-4%	-11%	-3%

Taken from the entries so far for reference:
SMILES	FEN1 inh	N370S GC mod	GCN5L2 inh
C/C(=C1/SC(=S)N(CCC(=O)O)C1=O)c1ccc(O)cc1	-27%	-9%	-1%
O=C(NCCS(=O)(=O)N1CCN(c2ccccc2F)CC1)c1ccc(Br)o1	-16%	-4%	-5%

Screening data: PubChem, National Center for Advancing Translational Sciences (NCATS)
